# IEC-6 tox: IEC-6 cytotoxicity, counter-screen for KLF5 inhibitors | 290,000 compounds, 0.78% hits | inhibition, % at 5 µM | AID 1825 | luminescence viability; in the data active means inhibition above about 22%;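 further: 0% = plate median of test compound wells and 100% = cytotoxic reference compound wells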
# GSK3B inh: inhibitors of human GSK3beta kinase; P49841; GST-GSK3beta kinase, ADP-Glo luminescence, 60 min; stronger effect = lower value; activity score (negative = inhibition), % at 10 µM; 300,000 compounds, 0.038% hits; AID 2097;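 active means more than half of replicate wells score below -50%, meaning over 50% inhibition versus plate controls; inconclusive means some replicates but at most half score below -50%; inactive means no replicate scores below -50%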;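 further: 0% = median DMSO wells and -100% = median GW8510 positive control wells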
# Target sequence (P49841 whole entry, looked up): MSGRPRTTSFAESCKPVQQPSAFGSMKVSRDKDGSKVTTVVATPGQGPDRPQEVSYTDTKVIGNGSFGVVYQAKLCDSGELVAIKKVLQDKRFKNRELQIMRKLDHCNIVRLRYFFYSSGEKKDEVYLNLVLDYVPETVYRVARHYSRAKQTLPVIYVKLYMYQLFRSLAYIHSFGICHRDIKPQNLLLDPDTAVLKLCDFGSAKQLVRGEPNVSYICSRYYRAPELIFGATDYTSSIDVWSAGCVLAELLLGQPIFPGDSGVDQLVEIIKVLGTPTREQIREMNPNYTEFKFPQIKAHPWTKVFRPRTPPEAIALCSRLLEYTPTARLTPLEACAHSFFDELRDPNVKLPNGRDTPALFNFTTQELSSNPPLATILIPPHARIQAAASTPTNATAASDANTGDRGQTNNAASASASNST
#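 Test system: GST-fused GSK3beta enzyme, cell-free | Quantity: 1.6 ng GST-GSK3beta enzyme per well | Reagent: 25 µM ATP with peptide substrate | Schedule: 60 min enzyme reaction, room temperature | Signal: Luminescent ADP-Glo measurement of ADP formed | Read-out basis: Score relative to plate controls | Control set: DMSO and 20 µM GW8510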
# HSF1 inhib: HSF1 inhibition; NIH3T3-HGL HSE-luciferase, MG132-induced, luminescence 8 h; stronger effect = lower value; activity change, negative = inhibition, % at 7.5 µM (by protocol); 300,000 compounds, 0.77% hits;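 active means more than half of replicate wells show activity change below -50%, luminescence cut by over half; inconclusive means some wells, but at most half, below -50%; inactive means no replicate well below -50%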;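 further: luciferase reports HSF-1 transcriptional activity via heat shock element; 0% = median of DMSO wells and -100% = zero luminescence signal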
# HSF1 activator: increases HSF-1 driven luciferase reporter signal; activation, % at 9 µM; 300,000 compounds, 1.7% hits; AID 504408; NIH3T3-HGL HSF-1 luciferase reporter, MG132, 8 h; 100% = twice DMSO control signal;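 active means mean replicate activation of at least 50% with a set share of replicates each reaching 50%; inconclusive means only one of those two conditions met; inactive means mean below 50% and too few replicates reaching it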;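 further: 0% = median of the neutral control wells and 100% = twice that signal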
# GSK3A inh: human GSK-3 alpha kinase inhibition; P49840; ADP-Glo luminescence, 60 min; inhibition, % at 10 µM; 320,000 compounds, 0.1% hits; AID 2650;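 in the data active means inhibition above about 50%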;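 further: GST-tagged GSK-3 alpha with peptide substrate and 25 µM ATP; 0% = DMSO neutral wells and 100% = GW8510 positive control wells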
# Target sequence (P49840 whole entry, looked up): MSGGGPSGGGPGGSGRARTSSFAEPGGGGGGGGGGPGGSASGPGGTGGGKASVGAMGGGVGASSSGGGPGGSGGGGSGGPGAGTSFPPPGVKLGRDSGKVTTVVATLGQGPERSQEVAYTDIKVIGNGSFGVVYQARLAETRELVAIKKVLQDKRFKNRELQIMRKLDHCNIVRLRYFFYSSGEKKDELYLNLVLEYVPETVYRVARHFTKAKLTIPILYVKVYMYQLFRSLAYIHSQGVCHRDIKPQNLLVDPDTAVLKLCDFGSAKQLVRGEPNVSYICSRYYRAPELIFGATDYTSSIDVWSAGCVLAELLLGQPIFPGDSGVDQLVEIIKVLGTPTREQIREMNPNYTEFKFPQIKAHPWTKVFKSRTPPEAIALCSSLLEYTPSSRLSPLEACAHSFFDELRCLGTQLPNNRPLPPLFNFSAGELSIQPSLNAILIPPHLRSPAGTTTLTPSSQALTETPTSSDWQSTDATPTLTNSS
# DYRK1A inh: blocks rat Dyrk1A kinase activity. ADP-Glo luminescence, NFATc1 peptide. inhibition, % at 12.5 µM. 310,000 compounds, 0.43% hits; in the data active means inhibition above about 50%;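 further: plate controls were vehicle with enzyme for no effect and no enzyme for full effect; many of its hits are not listed in these tables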
# HSP90 refold inh: inhibitors of HSP90 luciferase refolding in rabbit reticulocyte lysate; luciferase refolding luminescence, 3 h; inhibition, % at 5.6 µM; 290,000 compounds, 0.91% hits; AID 1789;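 active means inhibition above the screen-wide mean plus 3 SD, computed separately per campaign, cut at about 16% in these data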;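 further: 0% = DMSO wells and 100% = 60 µM geldanamycin wells; inhibitors lower the luminescence because luciferase stays unfolded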
# KLF5 inh: kruppel-like factor 5 inhibition; DLD-1 KLF5 promoter-luciferase reporter, luminescence; inhibition, % at 5 µM; 290,000 compounds, 0.23% hits; AID 1700;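 active means inhibition above a per-plate limit of that plate's mean compound inhibition plus 3 SD, cut at about 60% in these data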;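 further: 0% = DMSO wells and 100% = LY294002 at 200 µM; higher means less KLF5 promoter-driven luciferase light; inactives centre near -14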
# aSyn UTR inh: 5' untranslated region of α-synuclein, MLPCN primary screen; alpha-synuclein 5'UTR reporter, inhibitor activity; inhibition, % (tested at 7.5 µM); 300,000 compounds, 0.82% hits; AID 1813; in the data active means inhibition above about 60%; inconclusive means no clear call, values can overlap the other calls;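 further: H4 neuroglioblastoma cells stably carrying SNCA 5'UTR luciferase fusion; 0% = DMSO wells and 100% = positive control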
# Platelet DG rel: modulates dense granule release in human platelets | 300,000 compounds, 0.22% hits | human platelet-rich plasma, SFLLRN dense granule ATP release, luminescence | inhibition, %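 (compounds screened at 7.5 µM in platelet-rich plasma)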;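 active means mean replicate score, as percent of positive control, at or above 50; inconclusive means mean below 50 but at least one replicate at or above 50; inactive means mean and every replicate below 50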
# Starred values were filed as active, the others as inactive; u = inconclusive; x = not tested or not shown. These rows are one share of the data. The share of hits here may be higher or lower than overall.
SMILES,IEC-6 tox,GSK3B inh,HSF1 inhib,HSF1 activator,GSK3A inh,DYRK1A inh,HSP90 refold inh,KLF5 inh,aSyn UTR inh,Platelet DG rel
Cc1ccc(Nc2c([N+](=O)[O-])cc(C(=O)N3CC(=O)Nc4ccccc43)cc2[N+](=O)[O-])c(C)c1,-4,0,-1,16,-1,4,3,-1,49,11
CCOC(=O)/C(C#N)=C/c1cn(CCC(=O)O)nc1-c1ccc(F)cc1,-3,-1,x,x,-2,x,3,0,-9,3
O=C(O)c1ccc(-c2sc(Nc3ccccc3)n[n+]2-c2ccccc2)cc1,-2,0,-6,7,0,6,-3,3,-16,1
CC(C)(C)NC(=O)C(c1ccco1)N(C(=O)c1ccc(CN2CCOCC2)o1)c1ccccc1 (centres undefined),3,16,-9,-4,-2,-4,-1,-6,-6,-4
COCCN(CCOC)S(=O)(=O)c1ccc(/C(O)=C(\C#N)c2nc3ccccc3[nH]2)cc1,-2,-3,0,-11,-1,x,-2,-21,-23,-1
CCc1nnc(SCC(=O)N2CCCc3ccccc32)nc1CC,11,-2,-6,0,x,-7,2,9,-4,3
CN(C(=O)COC(=O)c1ccc(-c2ccc(O)cc2)cc1)C1CCS(=O)(=O)C1 (centres undefined),0,1,2,-12,x,1,2,4,-8,21
CCC1CCCCN1C(=O)N[C@@H](Cc1ccccc1)C(=O)O (some centres undefined),-6,0,-4,5,1,6,-1,-4,26,1
COC(=O)c1cnc(N2CCOCC2)nc1C(F)(F)F,1,2,2,-4,-3,2,3,-18,-5,-2
Cn1ncc(N2CCN(C(=O)c3ccc(Cl)cc3)CC2)c(Cl)c1=O,0,0,-4,6,2,-7,-2,-18,4,-1
CC(=O)c1ccc(NC(=O)CSc2ccc(-c3sc(C)nc3C)nn2)cc1,-2,0,3,2,-1,-5,3,-22,-27,-11
COc1ccc(CN(C#N)c2nc(SC)nc(N(C)C)n2)cc1,-4,-5,x,x,-3,x,1,-9,x,x
Cc1ccc(C2CCN(C(=S)Nc3cccc(C)c3)C2)cc1 (centres undefined),-5,4,-6,-7,-3,-3,2,7,-9,-1
O=C(Cc1ccccc1[N+](=O)[O-])Nc1cccc(S(=O)(=O)NC2=NCCCCC2)c1,x,4,5,-3,1,x,x,x,10,6
CCOCC(=O)Nc1ccc(S(=O)(=O)Nc2ncccn2)cc1,-2,-22,3,-11,0,-1,-2,-26,4,-14
CCCCn1nnnc1SCC(=O)Nc1cccc(C)n1,1,-2,-3,-8,-2,-3,-4,-13,-1,0
CCCC(c1nnnn1C1CCCC1)N1CCN(C(=O)c2ccco2)CC1 (centres undefined),0,-1,0,-3,-1,-2,-1,-6,13,3
COc1cccc(CNC(=O)C2CCN(S(=O)(=O)c3ccc4c(c3)NC(=O)C(C)S4)CC2)c1 (centres undefined),0,-2,3,-1,-5,x,0,-6,5,1
N#CC1=C(N)S[C@@H](C(=O)c2ccc(F)cc2)[C@@H]1c1cccs1,-4,1,8,4,-1,7,5,2,20,-2
COC(=O)c1cc2cc(Cl)ccc2nc1SC,1,1,0,2,4,0,3,-8,-10,-12
CCCN1CCN(C(=O)c2noc3c2COc2ccc(C)cc2-3)CC1,-2,-1,-5,1,-2,7,-2,-5,-11,5
Fc1ccc(CN2CCCCCC2)c(F)c1,-3,x,x,x,2,2,-1,-17,x,x
O=C(CSc1nc(O)c(C2CCCCC2)c(=O)[nH]1)Nc1ccccc1Cl,-6,1,3,36,-2,1,-2,-44,8,-5
COc1cc(-c2nc(Cc3c(F)cccc3Cl)no2)cc(OC)c1OC,-8,3,-6,0,-1,0,-2,-8,-3,-1
O=C(O)c1ccc2c(c1)-c1cc(C(=O)O)ccc1S2(=O)=O,-2,5,-4,15,-1,-3,0,-15,0,10
CCOc1ccc(/C=C2\SC(=S)N(NC(=O)c3ccncc3)C2=O)cc1OC,-3,3,1,-1,-3,x,5,16,-1,-2
COc1cc(C(=O)Nc2ccc(F)cc2Cl)ccc1OCC(=O)N1CCOCC1,x,2,-2,1,1,-2,x,x,-3,1
Cc1sc(NC(=O)Cc2ccc3c(c2)OCO3)nc1-c1ccc2c(c1)CCN2C(=O)c1ccc(F)cc1,1,-10,-2,-2,-1,-4,-1,-11,15,-4
COc1ccccc1N1CCN(C(=O)c2ccccc2Oc2ccccc2)CC1,12,-15,6,-8,-1,9,4,-3,-6,-6
COc1ccc(CN(CCN(C)C)Cc2ccccc2)c(OC)c1,2,-6,0,-16,2,1,2,-27,-5,5

# In a second layout: entries from further up.
Molecule | IEC-6 tox | GSK3B inh | HSF1 inhib | HSF1 activator | GSK3A inh | DYRK1A inh | HSP90 refold inh | KLF5 inh | aSyn UTR inh | Platelet DG rel
CCOC(=O)/C(C#N)=C/c1cn(CCC(=O)O)nc1-c1ccc(F)cc1 | -3 | -1 | x | x | -2 | x | 3 | 0 | -9 | 3
O=C(O)c1ccc(-c2sc(Nc3ccccc3)n[n+]2-c2ccccc2)cc1 | -2 | 0 | -6 | 7 | 0 | 6 | -3 | 3 | -16 | 1

# Next section.
SMILES,IEC-6 tox,GSK3B inh,HSF1 inhib,HSF1 activator,GSK3A inh,DYRK1A inh,HSP90 refold inh,KLF5 inh,aSyn UTR inh,Platelet DG rel
CCC(C)(C)n1nnnc1C(c1ccc(C)cc1)N1CCN(Cc2cccnc2)CC1 (centres undefined),0,1,9,17,2,5,-1,16,-6,8
CC1CC(C)CN(C(=O)COc2ccc(-c3nnco3)cc2)C1 (centres undefined),1,1,-4,-7,0,6,3,-45,14,0
CCC/C=C(\CCC)C(NC(=O)OCC(C)C)c1ccc(C(=O)OC)cc1 (centres undefined),4,-3,2,16,-1,-7,1,3,1,3
O=C(CC1SC(=NC2CCCCC2)NC1=O)Nc1ccccc1 (centres undefined),0,2,6,19,-6,-4,4,17,32,-6
COC(c1ccccc1)c1nnc(CCC(=O)N(C)CCc2ccccc2)o1 (centres undefined),4,0,-23,-34,-5,3,0,7,-3,-1
O=C(N/N=C/c1cccc2ccccc12)c1ccc(CN2CCOCC2)cc1,2,2,8,23,-1,-1,-2,-32,11,7
CC(C)c1ccc(/C=C/C(=O)N2CCCCCC2)cc1,-2,0,13,27,7,3,0,12,-31,-1
COC(=O)c1c(NC(=O)CSc2nnc(-c3cccnc3)n2Cc2ccco2)sc(C)c1C,3,1,6,1,1,2,-2,10,28,0
CC1CCc2c(sc3ncn(N)c(=N)c23)C1 (centres undefined),-5,-3,-19,-22,2,14,0,-51,16,6
Fc1ccc(C2=Nn3c(nnc3-c3n[nH]c4c3CCC4)SC2)cc1,-4,1,-4,6,-2,-7,-3,-8,32,3
COc1ccc(-c2cc(C(F)(F)F)nc(-n3cncn3)n2)cc1,-1,-4,-7,-14,0,1,2,-9,18,2
C#CC(CC)(CC)NC(=O)c1c(C)noc1C,3,-2,0,26,0,-1,7,-29,-3,-1
COc1ccccc1Nc1ncccc1[N+](=O)[O-],8,1,-40,-51,-3,16,2,-23,6,3
CCOC(=O)C1=C(C)OC(N)=C(C#N)C1C1CCCCC1 (centres undefined),-1,-10,5,-1,0,-6,1,-14,13,u
COc1ccccc1C1C(C#N)=C(N)N(c2cccnc2)C2=C1C(=O)CC(C)(C)C2 (centres undefined),0,0,-1,4,-1,-3,4,-19,-14,2
Cc1cccc(N2CCN(C(=O)CSCc3c(C)noc3C)CC2)c1C,7,-4,9,54*,-1,1,0,-18,-19,9
O=C(Nc1cccc(C(F)(F)F)c1)c1cc(-c2ccc(F)cc2)on1,2,-4,-8,2,0,0,12,-8,1,-1
O=C(c1cc2c(s1)CCCC2)N1CCN(c2ccccc2)CC1,-6,-1,14,29,1,-1,-3,15,-24,-5
O=C(O)C1CCCCC1C(=O)Nc1ccccc1C(=O)N1CCN(c2ccc(F)cc2)CC1 (centres undefined),-1,-11,-9,-8,-2,0,4,8,15,14
CC(C)c1ccc(NC(=O)C[n+]2ccn(C3=C([O-])c4ccccc4C3=O)c2)cc1,-9,-3,-3,-4,0,-3,4,1,-10,-1
CN(Cc1ccccc1)Cc1nc2c(c(=O)n(C)c(=O)n2C)n1CCc1ccccc1,0,-1,-4,-11,-12,x,1,-1,-12,-4
COc1ccc(N2CCN(C(=O)NCc3ccc(OC)c(OC)c3)CC2)cc1,4,1,-8,0,1,1,-3,-25,16,6
CN(C)c1nnnn1Cc1ccc(Cl)cc1Cl,-1,-1,5,35,0,0,0,-9,18,3
CCN(CC)C(=S)NC(=O)c1ccc(Cl)cc1Cl,1,1,-5,6,-2,-7,3,-5,1,1
Cc1ccc(S(=O)(=O)NCc2ccc(N3CCN(C(=O)OC(C)(C)C)CC3)cc2)cc1,-4,-4,-5,6,-2,-1,0,-17,10,-23
O=C(NCC(c1cccnc1)N1CCN(c2ccccc2)CC1)OCc1ccccc1 (centres undefined),1,0,9,17,-1,-4,0,-40,3,-3
O=C(COc1ccccc1)NCC(=O)N/N=C/c1ccc(O)cc1O,-3,-6,-8,-29,12,3,2,24,8,2
COc1ccc2[nH]c(=O)c(-c3nnn(-c4ccc(F)cc4)n3)cc2c1,x,1,1,7,4,6,x,x,1,2
O=c1[nH]c(-[n+]2ccccc2)c(/C=N/NC([S-])=Nc2ccccc2)s1,-10,-4,0,1,10,x,0,8,6,4
Cn1cc(C(=O)N/N=C/c2ccc([N+](=O)[O-])cc2)c2ccccc21,-1,-3,5,14,-1,4,5,4,19,9
COc1cc(OC)c([N+](=O)[O-])cc1/C=N/NC(=O)c1ccncc1,3,-10,-2,-5,-6,-4,-1,-28,-11,11
C/C(=N\Nc1nncc2ccccc12)c1ccc(Cl)c([N+](=O)[O-])c1,-2,-2,-55*,-55,1,-2,3,-127,-45,-7
Cc1ccn2c(CN3CCOCC3)c(-c3ccccc3)nc2c1,17,3,13,49,-3,-1,4,-19,-126,-12
S=C(NCC1CCCO1)N1CCN(Cc2ccccc2Cl)CC1 (centres undefined),-2,-1,8,13,1,-1,3,0,4,1
Cc1ccc(N(C)C(=O)c2ccc(CNc3c(N4CCC(C)CC4)c(=O)c3=O)cc2)cc1,2,0,-4,-3,1,1,-1,-6,-3,-1
COc1ccc(NC(=O)c2ccccc2SC)cc1,-4,7,2,20,8,7,-1,-37,-28,2
O=C(/C(=C(\O)c1ccccc1)c1ncc[nH]1)c1ccccc1,-6,1,-14,-11,-3,9,-1,-28,-12,9
CCN1CCN(c2c(Cl)cccc2NC(=O)c2cccs2)CC1,2,-5,-6,15,6,-2,7,-5,-23,6
COc1ccc(-c2nc3cnccn3c2Nc2ccc3c(c2)OCO3)cc1,0,-5,2,1,0,8,-3,1,39,-5
CCN1C(=O)c2ccccc2Sc2ccc(C(=O)NCCN3CCOCC3)cc21,0,3,2,-3,-2,3,-1,-1,6,18
CCCCC(=O)Nc1cccc(C(=O)N/N=C/c2ccc(OC)cc2OC)c1,4,0,-6,-6,-2,-7,3,-26,3,-1
Cc1c(C#N)c2ncnc(N)c2n1-c1ccccc1,0,x,x,x,11,-8,3,-28,x,x
N#Cc1c(N)c2ccccn2c1C(=O)c1ccc(Br)cc1,5,2,-2,-3,-1,21,-6,-27,37,5

# High-throughput results deposited in PubChem by several laboratories.
